Assay outcomes: PubChem BioAssay, National Center for Advancing Translational Sciences (NCATS)
EPAC2 antagonist – antagonists of human EPAC2; EPAC2 GEF exchange of Rap1B-BODIPY-GDP, fluorescence; Potency, µM (series often up to 114 µM), inactives show top-dose activity, negative = inhibition, most hits filed as inhibitors; Q8WZA2; AID 720708; hit rate 0.18% among 360,000; also: % is scaled to controls: 0 for no effect and ±100 for the full control effect; nearly all actives have a fitted effect of over 45% in size; many of its hits are not listed in these tables
Target sequence (Q8WZA2 whole entry, looked up): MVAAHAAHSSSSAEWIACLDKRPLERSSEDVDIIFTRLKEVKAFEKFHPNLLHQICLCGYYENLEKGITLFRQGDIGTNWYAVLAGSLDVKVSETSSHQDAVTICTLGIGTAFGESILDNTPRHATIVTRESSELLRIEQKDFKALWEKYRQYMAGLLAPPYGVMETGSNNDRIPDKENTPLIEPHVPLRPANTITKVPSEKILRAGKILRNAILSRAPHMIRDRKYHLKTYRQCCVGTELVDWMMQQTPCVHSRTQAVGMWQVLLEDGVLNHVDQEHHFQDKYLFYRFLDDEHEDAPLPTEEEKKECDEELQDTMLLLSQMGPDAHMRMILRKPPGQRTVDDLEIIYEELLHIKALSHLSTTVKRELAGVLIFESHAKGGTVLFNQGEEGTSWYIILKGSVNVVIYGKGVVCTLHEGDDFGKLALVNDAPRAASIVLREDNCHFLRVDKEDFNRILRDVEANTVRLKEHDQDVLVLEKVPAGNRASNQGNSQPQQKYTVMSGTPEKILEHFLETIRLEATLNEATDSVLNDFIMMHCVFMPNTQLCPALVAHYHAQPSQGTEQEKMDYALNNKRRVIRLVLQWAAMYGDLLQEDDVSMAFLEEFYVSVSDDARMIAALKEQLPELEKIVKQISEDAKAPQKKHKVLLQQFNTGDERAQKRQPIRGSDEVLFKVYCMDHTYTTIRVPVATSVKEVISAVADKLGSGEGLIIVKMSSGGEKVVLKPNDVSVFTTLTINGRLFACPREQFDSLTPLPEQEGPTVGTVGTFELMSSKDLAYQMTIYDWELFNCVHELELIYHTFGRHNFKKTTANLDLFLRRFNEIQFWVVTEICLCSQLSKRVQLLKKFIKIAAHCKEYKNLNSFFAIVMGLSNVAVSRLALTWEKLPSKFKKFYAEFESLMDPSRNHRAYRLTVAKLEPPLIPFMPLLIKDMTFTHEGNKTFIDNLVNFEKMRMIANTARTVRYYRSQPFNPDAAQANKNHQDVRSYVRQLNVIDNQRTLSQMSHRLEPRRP
Nrf2 activator – activates Nrf2 signaling; AREc32 ARE-luciferase reporter (MCF7-derived line), luminescence, 24 h; Potency, µM (titrated, usually from 46.1 µM), for inactives: at the highest dose activation, usual class: activators; hit rate 0.31% among 410,000; AID 624171; also: % of control where 0% means no effect; nearly all actives have a fitted effect of over 65% in size
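Luciferase luminescence (Steady-Glo, 30 min at room temperature) served as the read-out of ARE activation in AREc32 cells treated with compounds for 24 hr at 37 deg C.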
A549 tox – counter-screen for Nrf2 inhibitors: cytotoxicity in A549 cells; Potency, µM (titrated, usually from 46 µM), inactives show at the highest dose activity change, negative = cytotoxicity, usual class: inhibitors; AID 504648; hit rate 0.16% among 390,000; A549 ARE-Fluc cells, CellTiter-Fluor viability, 18-24 h; also: % is scaled to controls: 0 for no effect and ±100 for the full control effect
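Cytotoxicity counterscreen: CellTiter-Fluor fluorescence was measured in A549 ARE_Fluc cells after 18-24 h of compound exposure in a concentration series. The subsequent BugLite luminescent read reports ARE-luciferase activity.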
Nrf2 block – Nrf2 pathway inhibition; Potency, µM (top dose mostly 46 µM), for inactives: top-dose activity change, negative = inhibition, most hits filed as inhibitors; hit rate 2.1% among 360,000; AID 504444; A549 ARE-Fluc reporter, luciferase luminescence, 18-24 h; also: % is scaled to controls: 0 for no effect and ±100 for the full control effect; nearly all actives have a fitted effect of over 60% in size
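Cells were seeded and rested 2 h, then exposed to compounds for 18-24 h. CellTiter-Fluor was read first as a viability measure. BugLite was added 15 min before the final luminescent read of ARE-luciferase activity in A549 cells.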
TGFb inhibitor – inhibitors of TGF-b signaling; HepG2 CAGA-GFP TGF-b/SMAD3 reporter, GFP fluorescence, 18 h; TGF-beta stimulated, 500 pg/mL final; Potency, µM (top dose mostly 46.1 µM), inactives show at the top dose activity, negative = inhibition, hits mostly inhibitors; hit rate 1.2% among 410,000; AID 588855; also: % is scaled to controls: 0 for no effect and ±100 for the full control effect; nearly all actives have a fitted effect of over 65% in size
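First, reporter cells (HEPG2 CAGA-GFP) rested 2 h at 37 degrees C. Next, compounds were pinned in and TGF-beta added to 500 pg/mL final. After 18 h, GFP was imaged per cell and summed per well.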
HepG2 viability – kills HepG2 cells in TGF-b inhibitor counter-screen | HepG2 CAGA-GFP viability, ATP luminescence, 18 h | Potency, µM (series often up to 46.1 µM), without a hit: top-dose activity change, negative = cytotoxicity, hits mostly cytotoxic | hit rate 0.76% among 410,000; also: some results filed as inactive show a strong effect at the top dose
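CellTiter-Glo luminescence gave cytotoxicity after 18 hours at 37 degrees C. The cells were HepG2 CAGA-GFP in 1% FBS DMEM, stimulated with 500 pg/mL TGF-beta after compound addition. %Activity was normalised to no-cell wells (complete cell-killing) and DMSO (no toxicity), and curves were fitted and classified.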
MCF10A rerep – inducers of DNA re-replication in MCF 10A breast cells; MCF 10A DNA re-replication, Hoechst nuclear intensity, 48 h; Potency, µM (series often up to 46.1 µM), for inactives: at the highest dose activity, positive = re-replication, most hits filed as activators; hit rate 2.9% among 350,000; also: % of control where 0% means no effect; nearly all actives have a fitted effect of over 50% in size
ATXN viability – cell viability loss in ATXN counter-screen; S2 cells (HEK-293 line with an ATXN2-luciferase reporter) viability, CellTiter-Fluor protease fluorescence, 24 h; Potency, µM (top dose mostly 56.7 µM), most hits filed as cytotoxic; hit rate 0.49% among 400,000; AID 651635; also: nearly all actives have a fitted effect of over 40% in size
ATXN2 expr inh – inhibitors of ATXN2 expression; AID 1745845; Potency, µM (top dose mostly 57 µM), inactives show at the top dose activity change, negative = inhibition, most hits filed as inhibitors; HEK-293 ATXN2-luciferase reporter, luminescence, 24 h; hit rate 0.72% among 360,000; also: % is scaled to controls: 0 for no effect and ±100 for the full control effect; nearly all actives have a fitted effect of over 55% in size
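qHTS (up to 57 uM final) was run with 24 h compound exposure of reporter cells at 37 °C. Each well was multiplexed: SteadyGlo luminescence measured ATXN2-luciferase expression after a fluorogenic Gly-Phe-AFC viability readout (25 uM final).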
Starred values were filed as active, the others as inactive; i = inactive; ? = inconclusive; nt = no result given; [ ] = dose if it differs, or a comment. Calls follow the shape of the dose curve; as a rule, active = well fitted curve in the direction sought with a large enough effect; inconclusive = small, poorly fitted or top-dose-only effect, or another doubt; inactive = no such curve, though single readings can be large; an effect the other way counts as inactive or inconclusive. Potency is read from the fitted curve at half-maximal effect.

SMILES | EPAC2 antagonist | Nrf2 activator | A549 tox | Nrf2 block | TGFb inhibitor | HepG2 viability | MCF10A rerep | ATXN viability | ATXN2 expr inh
CCc1ccc(C2=CC(c3cccc(Br)c3)n3nnnc3N2)cc1 (centres undefined) | nt | 14% | 8% | nt | -5% | -52% | nt | nt | 5%
CN(CCO)CCOCCOc1cccc2ccccc12 | 7% | -1.8% | -2% | -35% | -15% | -37% | 2% | i | nt
C(=C\c1ccco1)/c1nc2ccccc2[nH]1 | 1% | ? | -5% | 19% | -7% | -80% | 9% | i | nt
N#CCc1cnc2ccccc2n1 | 3% | ? | -13% | -15% | 8% | 1% | -1% | i | 1%
CCOC(=O)c1ccccc1NC(=O)CCOc1ccccc1 | nt | 1.4% | 15% | 15% | -1% | -12% | nt | nt | nt
O=[N+]([O-])c1cc(F)c(N2CCOCC2)cc1N1CCCCC1 | -3% | -0.4% | -7% | nt | ? | -22% | 3% | i | 0%
Cc1cc(C)c(C#N)c(SCC(O)COc2ccc(Br)cc2)n1 (centres undefined) | -11% | 3.0% | 2% | -13% | -17% | 11% | ? | i | -17%
O=C1CN2CCC1C/C2=C\c1ccnc2c(Cl)cccc12 (centres undefined) | 14% | 4.0% | -9% | ? | 6% | -13% | 23% | nt | nt
NC(CSCc1cccc(Br)c1)C(=O)O (centres undefined) | -12% | -0.1% | -13% | 0% | 1% | -5% | 3% | i | nt
Cn1c(N/N=C2\CCCc3ccccc32)nc2c1c(=O)n(Cc1ccc(F)cc1)c(=O)n2C | -14% | 3.4% | 3% | 11% | -28% | -43% | 9% | i | -25%
Nc1nc(NCCO)nc(NCC2CCCO2)c1[N+](=O)[O-] (centres undefined) | -1% | 0.2% | 4% | -15% | -7% | 13% | 3% | i | -19%
CCOC(=O)N1CCN(C(=O)COc2cccc3c2CCN(Cc2ccccc2C)C3=O)CC1 | 8% | 1.0% | 9% | -29% | -2% | -21% | -2% | i | -14%
CCOc1ccc(NC(=O)C/C(N)=N/O)cc1 | -9% | -0.2% | 6% | 3% | -32% | -4% | -6% | i | 1%
COc1ccc(OCCOCCN2CCc3ccccc3C2)cc1 | -1% | -0.5% | -2% | -18% | -8% | -16% | 10% | nt | nt
CC(OC(=O)c1cccc(NS(C)(=O)=O)c1)C(=O)Nc1ccc(N2CCOCC2)cc1 (centres undefined) | -7% | -1.0% | -9% | -14% | 1% | -10% | 13% | i | 0%
CCn1cc(CN2CCCC(C(=O)Nc3ccc(-c4cscn4)cc3)C2)cn1 (centres undefined) | 5% | 0.4% | -11% | 3% | -1% | -3% | -7% | i | -7%
COc1ccc(C(N)c2csc(NC(=O)Nc3ccccc3C(C)(C)C)n2)cc1 (centres undefined) | 5% | 7.6% | nt | nt | ? | -54% | nt | ? | -20%
CCc1c(C2(O)CCCCC2)[nH]c2cc(C(F)(F)F)ccc12 | -29% | -0.5% | -20% | ? | ? | 14µM* | ? | 32µM* | ?
COC(=O)CCC(=O)Nc1sc(Cc2ccccc2)c(C)c1C(N)=O | 9% | 0.5% | 4% | 13% | -18% | -19% | 7% | i | -7%
COc1ccc(CNc2ncc(-c3ccccc3)n2C)cc1 | 3% | 3.1% | -6% | -10% | 4% | -2% | -10% | i | nt
C/C(Cc1ccccc1)=N\NC(=O)c1cccnc1 | 9% | 3.4% | -7% | 11% | 6% | 0% | -2% | i | 1%
Cc1ccc(CN2C(=O)CCC2(C)c2nnnn2-c2ccc3c(c2)OCCO3)cc1 (centres undefined) | -11% | -0.5% | nt | nt | nt | nt | nt | i | 22%
CCCCn1nnnc1C1(C)CCC(=O)N1CCc1c[nH]c2ccccc12 (centres undefined) | -2% | 0.3% | nt | nt | nt | nt | nt | i | 12%
CCc1ccc(OC(=O)c2cccnc2)cc1 | -6% | 0.0% | 1% | ? | -1% | -3% | 0% | i | nt
COC(=O)c1ccc(CNC(=O)C2CCC(=O)N(CCc3ccccc3)C2)cc1 (centres undefined) | 7% | -0.5% | 1% | 1% | 10% | 7% | 1% | i | 13%
Cc1ccc(NC(=O)c2oc3ccccc3c2C)c([N+](=O)[O-])c1 | 6% | 2.2% | 4% | ? | 0% | 3% | 18% | i | 23%
COC(=O)C(NC(=O)CCc1c(C)nc2cc(-c3cccc(F)c3)nn2c1C)C(C)C (centres undefined) | nt | -0.8% | -4% | ? | ? | -6% | nt | i | -21%
COc1ccc(NC(=O)CSC2=NN3CCCC(=O)N=C3S2)c(OC)c1 | -8% | -0.5% | 0% | -17% | -6% | -10% | -3% | i | 0%
NCC(c1ccccc1)c1c[nH]c2ccccc12 (centres undefined) | -15% | 9.4% | -1% | 5% | ? | -44% | 1% | i | -19%
CCCC[C@@H]1CNC(=O)C(=O)N1CCCC | 14% | 0.1% | nt | nt | nt | nt | nt | i | 8%
O=C(c1cnc2ccccn2c1=O)N1CCCc2ccccc21 | 3% | 0.3% | -5% | 9% | 3% | -2% | 2% | i | 12%
CC(=O)Oc1ccc(/C=C(\NC(=O)c2ccco2)C(=O)Nc2ccc(C(C)=O)cc2)cc1 | -3% | 3.8% | -5% | ? | 8% | 14% | -9% | i | 23%
CN(C)Cc1c(C(=O)N/N=C/CCc2ccccc2)nnn1-c1nonc1N | 0% | 0.2% | 4% | -1% | 8% | 14% | 3% | i | -4%
COc1ccc(C(CNC(=O)c2oc3ccccc3c2C)N2CCCC2)cc1 (centres undefined) | -2% | 5.3% | -4% | 11% | 0% | -29% | 7% | i | -6%
COc1ccccc1N1CCN(/N=C/c2cccc(OC)c2OC)CC1 | -5% | -0.6% | 13% | 3% | 1% | 2% | 7% | i | 6%
O=C(NCc1ccccc1)C(c1cccnc1)N(Cc1ccco1)C(=O)c1ccccn1 (centres undefined) | -1% | -0.4% | -8% | 1% | -11% | 4% | -2% | i | -21%
CCC(C)NC(=O)CCn1c(=O)c2cccn2c2ccc(F)cc21 (centres undefined) | 5% | 3.7% | 1% | -12% | -4% | -3% | 0% | i | -20%
Cc1ccccc1-n1ncc(C(C)NC(=O)c2ccco2)c1C (centres undefined) | 7% | 0.8% | 1% | ? | 29% | 3% | -4% | i | 18%
CCc1nc2ccc(C(=O)N3CCN(c4cccc(C(F)(F)F)c4)CC3)cc2nc1CC | -25% | -1.0% | -1% | -22% | 20µM* | -12% | ? | i | -19%
Cc1ccc([N+](=O)[O-])c(OCCCN2CCCCCC2)c1 | 1%[57.1 µM] | -0.1% | -4% | 13% | 13% | -1% | 9% | i | nt
CCOc1ccc2nc(SCC(=O)NC(=O)NCc3ccco3)[nH]c2c1 | 3% | 4.3% | 1% | nt | ? | 2% | -2% | i | -9%
NS(=O)(=O)c1ccc(S(=O)(=O)N(CCc2ccccc2)Cc2ccccn2)cc1 | -20% | -0.2% | 6% | 8% | -5% | -15% | -3% | i | 3%
COc1ccc(-n2nc(C(=O)NCC(=O)N3CCN(C)CC3)c3ccccc3c2=O)cc1OC | 1% | -0.6% | 2% | 23% | 2% | -9% | 0% | i | 0%
Cn1c(=O)cc(OCC(=O)NCCCN2CCN(c3ccccc3F)CC2)c2ccccc21 | 11% | 2.2% | -11% | -14% | 2% | -16% | 14% | i | 11%
CCc1ccccc1N(CC(=O)N1CCN(c2ccccc2F)CC1)S(C)(=O)=O | -1% | -0.5% | -6% | 3% | 1% | 4% | 12% | i | -14%
CCOC(=O)C1CCCN(C(=O)CN(c2ccc(OC)cc2)S(=O)(=O)c2c(C)noc2C)C1 (centres undefined) | 11% | 2.8% | 0% | 4% | 1% | 5% | 15% | i | -7%
Cc1ccn(CCC(=O)N2c3ccccc3CC2C)n1 (centres undefined) | 1% | -0.5% | 0% | 4% | 15% | -10% | 0% | i | nt
N/C(=N\OC(=O)c1ccc2ccccc2c1)c1ccncc1 | -6% | 0.0% | 0% | ? | -12% | -3% | -1% | i | 95%[activator]

11 structures out of the list, ordered by length of the SMILES, lowest first:
SMILES | EPAC2 antagonist | Nrf2 activator | A549 tox | Nrf2 block | TGFb inhibitor | HepG2 viability | MCF10A rerep | ATXN viability | ATXN2 expr inh
NCC(c1ccccc1)c1c[nH]c2ccccc12 (centres undefined) | -15% | 9.4% | -1% | 5% | ? | -44% | 1% | i | -19%
C(=C\c1ccco1)/c1nc2ccccc2[nH]1 | 1% | ? | -5% | 19% | -7% | -80% | 9% | i | nt
COc1ccc(OCCOCCN2CCc3ccccc3C2)cc1 | -1% | -0.5% | -2% | -18% | -8% | -16% | 10% | nt | nt
Cc1ccccc1-n1ncc(C(C)NC(=O)c2ccco2)c1C (centres undefined) | 7% | 0.8% | 1% | ? | 29% | 3% | -4% | i | 18%
CCC(C)NC(=O)CCn1c(=O)c2cccn2c2ccc(F)cc21 (centres undefined) | 5% | 3.7% | 1% | -12% | -4% | -3% | 0% | i | -20%
CCOc1ccc2nc(SCC(=O)NC(=O)NCc3ccco3)[nH]c2c1 | 3% | 4.3% | 1% | nt | ? | 2% | -2% | i | -9%
CN(C)Cc1c(C(=O)N/N=C/CCc2ccccc2)nnn1-c1nonc1N | 0% | 0.2% | 4% | -1% | 8% | 14% | 3% | i | -4%
CCn1cc(CN2CCCC(C(=O)Nc3ccc(-c4cscn4)cc3)C2)cn1 (centres undefined) | 5% | 0.4% | -11% | 3% | -1% | -3% | -7% | i | -7%
CCc1ccccc1N(CC(=O)N1CCN(c2ccccc2F)CC1)S(C)(=O)=O | -1% | -0.5% | -6% | 3% | 1% | 4% | 12% | i | -14%
O=C(NCc1ccccc1)C(c1cccnc1)N(Cc1ccco1)C(=O)c1ccccn1 (centres undefined) | -1% | -0.4% | -8% | 1% | -11% | 4% | -2% | i | -21%
CCOC(=O)N1CCN(C(=O)COc2cccc3c2CCN(Cc2ccccc2C)C3=O)CC1 | 8% | 1.0% | 9% | -29% | -2% | -21% | -2% | i | -14%

Only part of the results is shown (hit frequency here may not be typical).
